HCMV antiviral: blocks human cytomegalovirus replication. HFF cells, HCMV-luciferase reporter, 72 h; stronger effect = lower value. activity change, negative = inhibition, % at 57.5 µM. 4.5% of 410,000 active. AID 1259415; in the data active = activity change below about -60%; inconclusive = no clear call, values can overlap the other calls; inactive = above about -39%
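Cell-based, HFFs, 1000 cells/well, 16 h 37C; cpds in DMSO + HCMV-luc, MOI 1 PFU/cell; 72 h 37C; OneGlo luminescence after 5 min RT; norm. to buffer vs Salinomycin 10uM.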
AmpC detergent: blocks E. coli AmpC beta-lactamase in detergent assay; AmpC hydrolysis of nitrocefin, absorbance 480 nm, 0.01% Triton; 0.041% of 370,000 active; Potency, µM (series often up to 114 µM), without a hit: top-dose activity change, negative = inhibition, usual class: inhibitors; AID 485294; P00811;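 note: potency is the fitted concentration of half-maximal effect; 0% = no-compound wells and -100% = no-enzyme wells; nearly all actives have a fitted effect of over 25% in size; some results filed as inactive show a strong effect at the top dose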
Target sequence (P00811 whole entry, looked up): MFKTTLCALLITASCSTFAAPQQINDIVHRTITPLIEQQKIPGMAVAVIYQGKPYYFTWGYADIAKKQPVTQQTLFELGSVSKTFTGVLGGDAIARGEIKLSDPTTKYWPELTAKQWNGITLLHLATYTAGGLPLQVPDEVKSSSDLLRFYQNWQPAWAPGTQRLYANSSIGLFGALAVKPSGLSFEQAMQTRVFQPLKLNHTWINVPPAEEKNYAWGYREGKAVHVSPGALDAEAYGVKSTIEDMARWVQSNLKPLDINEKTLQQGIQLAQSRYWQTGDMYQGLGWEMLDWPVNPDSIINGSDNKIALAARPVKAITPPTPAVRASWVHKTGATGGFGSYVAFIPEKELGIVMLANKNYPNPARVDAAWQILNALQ
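AmpC (5.3 nM in the dispensed reagent) in 20 mM phosphate pH 7.0 with 0.01% (detergent screen) or 0.0001% Triton X-100 was preincubated with compounds for 15 min at room temperature. Nitrocefin was then added from an 800 uM solution, and hydrolysis was followed at 480 nm.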
AMA1-RON2 inh: inhibitors of Plasmodium falciparum AMA1-RON2 interaction | AlphaScreen AMA1-biotinylated RON2 peptide binding | Potency, µM (doses to about 58.2 µM), inactives show at the top dose activity change, negative = inhibition, usual class: inhibitors | 0.2% of 360,000 active | AID 720542;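 note: potency is the fitted concentration of half-maximal effect; 0% = vehicle wells and -100% = peptide control; nearly all actives have a fitted effect of over 45% in size; some results filed as inactive show a strong effect at the top dose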
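AMA1 (3D7) with his tag at 25 nM final met compounds first, then biotinylated RON2 peptide at 25 nM; detection used donor plus acceptor beads, 10 µg/mL apiece, read by AlphaScreen after 30 min at room temperature.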
AmpC no deterg: inhibitors of E. coli AmpC beta-lactamase without detergent | AmpC nitrocefin hydrolysis, absorbance 480 nm, 0.0001% Triton | Potency, µM (titrated, usually from 57.1 µM), for inactives: top-dose activity change, negative = inhibition, usual class: inhibitors | 0.52% of 330,000 active;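 note: potency is the fitted concentration of half-maximal effect; plate controls were no compound for no effect and no enzyme for full effect; nearly all actives have a fitted effect of over 20% in size; some results filed as inactive show a strong effect at the top dose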
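AmpC (5.3 nM in the dispensed reagent) in 20 mM phosphate pH 7.0 with 0.01% (detergent screen) or 0.0001% Triton X-100 was preincubated with compounds for 15 min at room temperature. Nitrocefin was then added from an 800 uM solution, and hydrolysis was followed at 480 nm.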
Tb PYK inh: T. brucei pyruvate kinase inhibition; Potency, µM (doses to about 76.8 µM), inactives show at the highest dose activity, negative = inhibition, hits mostly inhibitors; 0.12% of 410,000 active; TbPYK enzyme, Kinase-Glo Plus ATP luminescence, 45 min; Q57TT1; note: potency is the fitted concentration of half-maximal effect; nearly all actives have a fitted effect of over 50% in size
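Enzyme and substrate buffer are dispensed first and compound is pin-transferred. ADP at 130 uM final then starts the reaction, which runs 45 min at room temperature. Detection reagent is added for 10 min before luminescence is imaged.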
LmPK inhibitor: blocks Leishmania mexicana pyruvate kinase activity | Q27686 | purified LmPK, Kinase-Glo ATP luminescence, 1 h | Potency, µM (doses to about 57.5 µM), without a hit: at the top dose activity change, negative = inhibition, hits mostly inhibitors | 0.37% of 290,000 active | AID 1721; note: potency is the fitted concentration of half-maximal effect
Target sequence (Q27686 whole entry, looked up): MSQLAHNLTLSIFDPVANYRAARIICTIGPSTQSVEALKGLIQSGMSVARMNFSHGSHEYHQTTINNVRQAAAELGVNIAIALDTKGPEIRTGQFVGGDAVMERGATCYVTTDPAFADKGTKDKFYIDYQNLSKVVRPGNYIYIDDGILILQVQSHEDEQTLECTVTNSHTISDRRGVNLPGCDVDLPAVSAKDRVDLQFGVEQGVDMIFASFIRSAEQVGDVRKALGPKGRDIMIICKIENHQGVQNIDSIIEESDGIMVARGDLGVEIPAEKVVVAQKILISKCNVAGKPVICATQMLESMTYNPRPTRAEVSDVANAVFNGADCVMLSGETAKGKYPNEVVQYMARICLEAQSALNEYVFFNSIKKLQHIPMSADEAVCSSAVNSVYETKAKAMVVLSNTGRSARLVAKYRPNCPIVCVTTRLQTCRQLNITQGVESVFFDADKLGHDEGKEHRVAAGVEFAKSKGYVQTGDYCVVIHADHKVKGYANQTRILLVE
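Kinase-Glo luminescence read after 1 h RT reaction of 0.1 nM LmPK with 0.5 mM PEP and 0.1 mM ADP. Activity scaled between uninhibited and enzyme-free controls.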
Sm TGR inh: blocks Schistosoma mansoni thioredoxin glutathione reductase. 3% of 360,000 active. purified TGR, DTNB reduction, TNB absorbance 405 nm. Potency, µM (highest dose often 114 µM), for inactives: at the highest dose activity change, negative = inhibition, usual class: inhibitors; note: potency is the fitted concentration of half-maximal effect; nearly all actives have a fitted effect of over 60% in size
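TGR 20 nM + NADPH 100 uM (dispensed conc.), cpd preinc 15 min RT; start with NADPH (500 uM addition) then DTNB (15 mM addition). Kinetic TNB absorbance, 405 nm filter. Four-parameter Hill fit across titration.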
Numbers without * were called inactive; ? = inconclusive; . = no result given; & = joins results of further samples; [ ] = another dose, or the depositor's remark. Unless noted, calls come from the whole dose curve; as a rule, active = well fitted curve in the direction sought with a large enough effect; inconclusive = small, poorly fitted or top-dose-only effect, or another doubt; inactive = no such curve, though single readings can be large; an effect the other way counts as inactive or inconclusive. Unless noted, % is set by controls: 0 for no effect and ±100 for the full control effect.

SMILES	HCMV antiviral	AmpC detergent	AMA1-RON2 inh	AmpC no deterg	Tb PYK inh	LmPK inhibitor	Sm TGR inh
O=C1CCC(=O)N1c1ccc(-c2nc3sc4c(c3c(=O)o2)CCC4)cc1	-5	3%	?	-12%	0%	-5%	1%
Cc1cccc(N2CC(C(=O)NCC3COc4ccccc4O3)CC2=O)c1C (stereo unspecified)	-21	?	-5%	45%	3%	.	-12%
COC(=O)[C@@H]1C[C@@]2(O)[C@H](O)[C@H](O)[C@H](O)C[C@H]2N1Cc1ccc(-c2ccccc2)cc1	22	-7%	17%	68%[activator]	5%	5%	29%
Cc1ccc(NC(=O)CCc2c(C)nc3c(-c4ccccc4)c(C)nn3c2C)c(C)c1	5	-6%	.	.	0%	.	3%
O=C(Nc1ccc2c(c1)OCO2)C1CCN(C(=O)CSc2ncnc3ccccc23)CC1	-34	3%	2%	-30%	-16%	-4%	5%
c1ccc2oc(CCc3nc4ccccc4o3)nc2c1	?	-3%	2%	-24%	-13%	8%	13%
Cc1c(OCC(F)(F)F)ccnc1CS(=O)c1nc2ccccc2[nH]1 (stereo unspecified)	22	?	44%[activator]	-15%&0%	1%&-13%	8%&0%	-18%&-1%
Cc1ccc(NC(=O)C(CC(C)C)NC(N)=O)cc1Cl (stereo unspecified)	-24	0%	-4%	-6%	1%	0%	3%
CC(=O)c1c(C)[nH]c(C(=O)Nc2cc(C)ccc2C)c1C	0	?	-6%	-9%	0%	5%	0%
Cc1cc(OCC(=O)OCC(=O)N2CCCc3ccccc32)ccc1Cl	-6	.	15%	.	2%	.	.
O=C(COC(=O)/C=C/c1nc2ccccc2s1)Nc1cccc(Cl)c1Cl	3	1%	-12%[11.6 µM]	-18%	-2%	0%	2%
Cc1cccc(N2CCN(C(=O)Cc3ccccc3[N+](=O)[O-])CC2)c1C	58	-4%	-6%	18%	4%	-1%	7%
COC(=O)c1ccc(OC(=O)c2ccc(OC)c(OC)c2)c(OC)c1	-5	?	4%	40%	-9%	3%	8%
CNC(=O)c1ccsc1NC(=O)CCS(=O)(=O)c1ccccc1	?	-6%	25%	-32%	1%	1%	-9%
O=C(O)C1CCN(C(=O)c2ccc(S(=O)(=O)N3CCCCCC3)cc2)CC1	6	.	6%	.	-3%	.	.
CCOC(=O)c1sc(NC(=O)CSc2nccc(C)n2)nc1C	-27	0%	-6%	-11%	5%	3%	.
O=C(Nc1ccccc1N1CCOCC1)c1cc(-c2ccncc2)nc2ccccc12	-21	1%	-1%	118%[activator]	0%	0%	-16%
CCOC(=O)c1nn(-c2ccc(C)cc2)cc1O	64	13%	-17%	-12%	-7%	-2%	8%
CS(=O)(=O)N1CCN=C1SCc1ccc([N+](=O)[O-])cc1	-65*	2%	13%	-7%	8%	2%[11.5 µM]	-21%
COCc1cc(OC(=O)N(C)C)nc(-c2ccccc2)n1	-33	-10%	0%	-3%	0%	-4%	0%
Cc1cccc(N2CCCC2=Nc2ccc(Br)cc2C#N)c1	4	?	28%	-24%	2%	11%	-32%
CC1(C)CC(=O)c2c(nn(-c3ccccc3)c2-c2ccncc2)C1	-6	-5%	1%	-25%	7%	-1%	2%
CCOc1ccccc1NC(=O)C(OC(=O)C1CC1)c1ccccc1 (stereo unspecified)	?	1%	-2%	-23%	-5%	5%	5%
Cc1cccc(OCCNC(=O)c2cccc(Oc3ccc(C(F)(F)F)cc3[N+](=O)[O-])c2)c1	-31	-17%	-10%[2.32 µM]	-49%	-4%	0%	-10%
CC(=O)NC1CC2CCCC(C1)N2C(=O)Nc1cccc(Cl)c1 (stereo unspecified)	38	.	-2%	.	4%	.	.
CCC1CN(C(=O)N2CCC(C(=O)NCCN(C)C)CC2)c2ccccc2O1 (stereo unspecified)	137	10%	.	.	-2%	.	7%
CCc1nc2ccc(C(=O)Nc3cccc(OC)c3)cn2c1N(CC)Cc1cccc(Br)c1	25	.	15%	.	9%	.	.
O=C1CCC(=O)N1c1cccc(OS(=O)(=O)c2ccccc2)c1	8	-11%	5%	-6%	2%	-3%	3%
O=C(Cn1nnc2ccccc21)NCc1ccccc1	117	10%	2%	-9%	1%	-14%	7%
CCc1sc(Nc2ccc(C)cc2Br)nc1-c1cc2cccc(OC)c2oc1=O	-12	-1%	.	.	3%	.	-1%
Cc1oc(-c2ccccc2F)nc1CS(=O)(=O)CC(=O)NC(C)CCc1ccccc1 (stereo unspecified)	-24	-13%	-7%	112%[activator]	4%	4%	-30%
COc1ccc(-c2csc3nc(-c4cccnc4)nc(Cl)c23)cc1OC	-71*	-15%	13%	85%[activator]	-24%	2%	8%
CC(C)(C)OC(=O)C[C@@H]1C/C=C\C[C@H](CC(=O)N[C@H](CO)Cc2ccccc2)C(=O)N[C@@H](Cc2ccccc2)COC1=O	-8	.	3%	181%[activator]	-1%	.	.
CC1(C(=O)Nc2ccc(Cl)c(Cl)c2)CCN1Cc1cc2ccccc2o1 (stereo unspecified)	-17	.	-10%	.	2%	.	.
CC(C)(C)c1ccc(C(=O)NC(Cc2c[nH]c3ccccc23)C(=O)OCC(=O)c2ccccc2)cc1 (stereo unspecified)	0	8%	.	.	-2%[15.4 µM]	.	15%
Cc1ccc2c(c1)C(=O)N(CCCCO)C2=O	-20	-1%	-9%	-6%	5%	-4%	1%
COc1ccc(NC(=O)c2ccc3c(c2)N(C)CCS3)cc1	149	-11%	2%	-35%	-4%	0%	0%
O=C(/C=C/c1ccc(Cl)c(Cl)c1)N1CCc2ccccc21	33	-8%	-4%	-15%	-5%	1%	-7%
O=S(=O)(NC1CCCCC1N1CCC(O)CC1)c1ccccc1 (stereo unspecified)	-3	0%	14%	-19%	-1%	-5%	-7%
COC(=O)c1sccc1N/N=C/c1cccc(OC)c1O	19	-15%	11%	5%	1%	-20%	4%
COc1ccc(NC(=O)C(CCSC)N2C(=O)c3ccccc3C2=O)cc1 (stereo unspecified)	-16	1%	-14%	-14%	-16%	-2%	-16%
C[C@H](NC(=O)c1nc[nH]c1C(=O)N1CCN(c2ccccc2)CC1)c1ccccc1	14	-8%	59%[activator]	34%	-3%	.	-7%
COc1ccc(NS(=O)(=O)c2ccc3[nH]c4c(c3c2)CCCCCC4)cc1	-3	9%	.	.	6%	.	8%
N#Cc1ccc(CN2CCN(C(=O)c3ccc(S(=O)(=O)N4CCCCCC4)cc3)CC2)cc1	-78*	-2%	-1%	1%	2%	.	-29%
COC(=O)c1ccccc1S(=O)(=O)N1CCC(C(=O)Nc2ccc(N3CCOCC3)cc2)CC1	8	.	-19%	21%	-13%	.	.
COc1ccc(OC)c2sc(N3CCN(C(=O)CCS(=O)(=O)c4ccc(F)cc4)CC3)nc12	-6	4%	.	.	2%	.	3%
C=C1CCN([C@@H](C)C(=O)NCc2ccc(OC)cc2)S(=O)(=O)c2ccccc21	-9	-4%	-5%	0%	1%	2%	-2%
Fc1cccc(-n2cc(-c3ccccc3)c3c(=S)nc[nH]c32)c1	?	0%	0%	-37%	-15%	-2%	0%
CCOC(=O)CN(C(=O)CNC(=O)c1cccs1)C(C(=O)NC1CCCC1)c1cccnc1 (stereo unspecified)	0	-3%	16%	0%	1%	-3%	-20%
CCOc1ccc(Nc2c(S(=O)(=O)c3ccc(C)cc3)cnc3ccc(OC)cc23)cc1	-20	-1%	.	.	-4%	.	-8%
CCOC(=O)C1CCCN(C(=O)c2cc3c(=O)n(C)c4ccccc4c3n2C)C1 (stereo unspecified)	-2	-4%	2%	2%	5%	0%	5%
Cc1ccc(Nc2nc(N)nc(COC(=O)C3=COCCO3)n2)cc1	70	-1%	9%	-18%	3%	.	-11%
O=C(COC(=O)Cc1ccsc1)Nc1ccc(Br)cc1	0	-11%	-2%	-20%	0%	.	2%
Cc1ccc2nc(-c3ccc(NC(=O)CN(C)S(=O)(=O)c4ccccc4)cc3)sc2c1	25	-13%	.	-4%	.	0%	1%
CC(CCc1ccccc1)NC(=O)CN1CCSc2ccccc21 (stereo unspecified)	-15	3%	?	125%[activator]	-3%	12%	-6%
CCOc1ccc(C(=O)N2CCN(Cc3ccccc3)CC2)cc1	18	-2%	-10%	49%	-8%	0%	-13%
CC1(c2nnc(Cc3ccccc3)o2)CC(c2ccncc2)=NO1 (stereo unspecified)	19	.	0%	.	-4%	.	.
c1ccc(-c2ccc(C3=Nn4c(nnc4-c4cccs4)SC3)cc2)cc1	64	-6%	-25%	-20%	0%	2%	8%
O=C(NC(=S)Nc1nc2c(s1)CSc1ccccc1-2)c1ccccc1	58	-3%	48%[activator]	-42%	3%	-1%	-20%
O=c1cc(-c2ccc(F)cc2F)[nH]c2ccccc12	.	5%	.	9%	.	4%	1%

Reprinted from the part before: 3 compounds; new compounds follow.
SMILES	HCMV antiviral	AmpC detergent	AMA1-RON2 inh	AmpC no deterg	Tb PYK inh	LmPK inhibitor	Sm TGR inh
c1ccc(-c2ccc(C3=Nn4c(nnc4-c4cccs4)SC3)cc2)cc1	64	-6%	-25%	-20%	0%	2%	8%
O=C(NC(=S)Nc1nc2c(s1)CSc1ccccc1-2)c1ccccc1	58	-3%	48%[activator]	-42%	3%	-1%	-20%
O=c1cc(-c2ccc(F)cc2F)[nH]c2ccccc12	.	5%	.	9%	.	4%	1%
CCOc1cc2sc(N3CCC(C(=O)NCCCN4CCCC4=O)CC3)nc2cc1Br	-19	?	-6%	207%[activator]	-16%	0%	2%
COc1ccccc1NC(=O)NS(=O)(=O)c1ccc(C)cc1	6	-6%	-1%	-22%	6%	0%	0%
O=C(CC(NC(=O)c1ccccc1Cl)c1ccccc1)NCCc1ccc(Cl)cc1 (stereo unspecified)	-25	-13%	2%	-33%	1%	-4%	2%
O=C(NCCCNC(=O)c1ccccc1F)c1ccco1	-11	?	-1%	-5%	-2%	0%	-13%
COCCn1c(/C=C/c2ccccc2)nc2ccccc21	6	-11%	20%	-27%	0%	?	-3%

Of the compounds above, these contain a nitro group on carbon.
SMILES	HCMV antiviral	AmpC detergent	AMA1-RON2 inh	AmpC no deterg	Tb PYK inh	LmPK inhibitor	Sm TGR inh
Cc1cccc(N2CCN(C(=O)Cc3ccccc3[N+](=O)[O-])CC2)c1C	58	-4%	-6%	18%	4%	-1%	7%
CS(=O)(=O)N1CCN=C1SCc1ccc([N+](=O)[O-])cc1	-65*	2%	13%	-7%	8%	2%[11.5 µM]	-21%
Cc1cccc(OCCNC(=O)c2cccc(Oc3ccc(C(F)(F)F)cc3[N+](=O)[O-])c2)c1	-31	-17%	-10%[2.32 µM]	-49%	-4%	0%	-10%
